PTHR1 ag: qHTS for PTHR1 Agonists: Primary Screen; HEK293 GP2 PTHR1 cells, GloSensor cAMP luminescence, 1 h; actives 0.075% (n = 410,000); Parathyroid hormone/parathyroid hormone-related peptide receptor (Homo sapiens), Q03431; Potency, µM (doses to about 115 µM), without a hit: at the highest dose activation, usual class: activators; further: nearly all actives have a fitted effect of over 55% in size; some results filed as inactive show a strong effect at the top dose; inactives centre near -15; many of its hits are not listed in these tables
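HEK-293-derived GP2 cells expressing PTHR1 and a GloSensor cAMP reporter, 3,000/well, plated overnight, given luciferin plus IBMX (each 0.5 mM as added) for 1 h at 37 °C, then compound for 1 h at 37 °C. Luminescence was read after 15 min at room temperature.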
EPAC2 antag: qHTS for Antagonist of cAMP-regulated guanine nucleotide exchange factor 2 (EPAC2): primary screen; Potency, µM (doses to about 114 µM), for inactives: at the highest dose activity, negative = inhibition, most hits filed as inhibitors; EPAC2 GEF exchange of Rap1B-BODIPY-GDP, fluorescence; AID 720708, 2013; Rap guanine nucleotide exchange factor 4 (Homo sapiens), Q8WZA2; actives 0.18% (n = 360,000); further: on the % scale 0 is the no-effect control and ±100 the full control effect; nearly all actives have a fitted effect of over 45% in size; many of its hits are not listed in these tables
EPAC1 antagonist: qHTS for Antagonist of cAMP-regulated guanine nucleotide exchange factor 3 (EPAC1): primary screen. Rap guanine nucleotide exchange factor 3 (Homo sapiens), O95398. EPAC1 GEF assay, Rap1b-BODIPY-GDP exchange fluorescence. Potency, µM (highest dose often 115 µM), inactives show top-dose activity change, negative = inhibition, actives largely listed as inhibitors. actives 0.14% (n = 360,000). AID 720709, 2013;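 further: plate controls were vehicle for no effect and positive control for full effect; nearly all actives have a fitted effect of over 50% in size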
Target sequence (O95398 whole entry, looked up): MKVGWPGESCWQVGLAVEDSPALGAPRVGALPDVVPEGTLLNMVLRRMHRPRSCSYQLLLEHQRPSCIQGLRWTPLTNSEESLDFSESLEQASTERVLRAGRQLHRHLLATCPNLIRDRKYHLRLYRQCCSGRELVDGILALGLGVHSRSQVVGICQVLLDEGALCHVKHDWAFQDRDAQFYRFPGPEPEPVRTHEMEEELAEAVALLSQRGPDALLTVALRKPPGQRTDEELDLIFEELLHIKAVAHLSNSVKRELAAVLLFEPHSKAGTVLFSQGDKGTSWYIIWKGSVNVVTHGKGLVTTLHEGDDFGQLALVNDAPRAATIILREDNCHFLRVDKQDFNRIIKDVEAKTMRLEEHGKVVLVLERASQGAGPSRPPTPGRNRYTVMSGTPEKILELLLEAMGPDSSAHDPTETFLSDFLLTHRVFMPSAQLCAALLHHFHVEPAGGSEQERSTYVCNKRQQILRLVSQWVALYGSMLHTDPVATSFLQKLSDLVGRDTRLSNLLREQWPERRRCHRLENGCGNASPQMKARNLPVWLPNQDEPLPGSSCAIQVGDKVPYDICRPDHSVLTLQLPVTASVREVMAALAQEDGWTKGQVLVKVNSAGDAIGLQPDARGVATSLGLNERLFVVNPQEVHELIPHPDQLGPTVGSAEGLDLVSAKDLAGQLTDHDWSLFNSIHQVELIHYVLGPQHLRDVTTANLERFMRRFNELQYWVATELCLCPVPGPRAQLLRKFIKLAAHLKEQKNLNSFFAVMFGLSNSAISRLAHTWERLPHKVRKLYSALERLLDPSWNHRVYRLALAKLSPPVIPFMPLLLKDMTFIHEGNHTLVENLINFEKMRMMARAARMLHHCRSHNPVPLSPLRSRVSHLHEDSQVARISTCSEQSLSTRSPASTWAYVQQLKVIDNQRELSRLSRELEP
EPAC1 ag: qHTS for Agonist of cAMP-regulated guanine nucleotide exchange factor 3 (EPAC1): primary screen; actives 0.073% (n = 360,000); Potency, µM (doses to about 154 µM), for inactives: at the top dose activation, actives largely listed as activators; AID 720707, 2013; EPAC1 agonist qHTS, biochemical assay; response scale: 100% = response to 6.5 mM cAMP; further: nearly all actives have a fitted effect of over 60% in size
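Fluorescent GDP-exchange assay: 100 nM EPAC1 with 250 nM Rap1B preloaded with BODIPY-GDP and 50 uM GDP; compounds tested as concentration series, 5 min at room temperature, then read every 5 min for 30 min (ex 480/em 540 nm); normalized to 6.5 mM cAMP.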
EPAC2 ag: qHTS for Agonist of cAMP-regulated guanine nucleotide exchange factor 4 (EPAC2): primary screen; Rap guanine nucleotide exchange factor 4 (Homo sapiens), Q8WZA2; EPAC2 activation, biochemical qHTS; response scale: 100% = 6.5 mM cAMP response; Potency, µM (top dose mostly 154 µM), for the others: at the highest dose activation, most hits filed as activators; actives 0.079% (n = 360,000); AID 720711, 2013; further: nearly all actives have a fitted effect of over 50% in size
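Compounds were titrated in qHTS against a Rap1B-BODIPY-GDP (250 nM) complex with EPAC2 (100 nM) and GDP (50 uM). BODIPY-GDP release tracked at 480/540 nm over 30 min at room temperature, normalized to 6.5 mM cAMP.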
FUS yeast rescue: qHTS for Suppressors of FUS Proteinopathy: Primary screen using FUS-linked yeast assay. S. cerevisiae FUS-expressing, growth rescue, OD600, 24 h. Potency, µM (titrated, usually from 76.6 µM), inactives show at the top dose growth rescue (activation), hits mostly activators. actives 0.24% (n = 390,000);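 further: plate controls were DMSO vehicle for no effect and reference control for full effect; nearly all actives have a fitted effect of over 55% in size; some results filed as inactive show a strong effect at the top dose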
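Restored growth of FUS-toxic S. cerevisiae, read as 600 nm absorbance after 24 h at 30C in galactose medium (starting OD 0.005). Controls CP55940 and DMSO.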
aSyn rescue: qHTS of alpha-syn Inhibitors; Yeast expressing alpha-synuclein, growth rescue, BacTiter-Glo, 24 h; Potency, µM (series often up to 46.1 µM), without a hit: at the top dose growth rescue (activation), actives largely listed as activators; actives 0.14% (n = 370,000); AID 652106, 2013; further: % of control where 0% means no effect; nearly all actives have a fitted effect of over 65% in size
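Screening used galactose-induced yeast with toxic alpha-synuclein levels, exposed to compound for 24 hr at 30 deg C. Cell growth, read with BacTiter-Glo luminescence, gave the measured signal.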
TDP43 rescue: qHTS of TDP-43 Inhibitors; TDP-43 expressing yeast growth rescue, BacTiter-Glo, 24 h; Potency, µM (highest dose often 46.1 µM), for the others: at the top dose growth rescue (activation), actives largely listed as activators; actives 1.8% (n = 410,000); AID 652104, 2013; further: % of control where 0% means no effect; nearly all actives have a fitted effect of over 50% in size
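Yeast cells expressing TDP-43 under galactose induction are exposed to compounds for 24 hr at 30 deg C. BacTiter-Glo luminescence measures growth, so protective compounds score as activators.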
Starred values were filed as active, the others as inactive; i = inactive; ? = inconclusive; · = no result given; & = joins results of further samples; [ ] = another dose, or the depositor's remark. The call rests on the fitted dose curve; in most records, active means well fitted curve in the direction sought with a large enough effect; inconclusive means small, poorly fitted or top-dose-only effect, or another doubt; inactive means no such curve, though single readings can be large; an effect the other way counts as inactive or inconclusive. Potency means the concentration at half of the fitted maximal effect. A portion of the library; the hit share may differ from the screen's.

Short keys: A = PTHR1 ag; B = EPAC2 antag; C = EPAC1 antagonist; D = EPAC1 ag; E = EPAC2 ag; F = FUS yeast rescue; G = aSyn rescue; H = TDP43 rescue
> CC(OC(=O)c1cccc(S(=O)(=O)N2CCCC2)c1)C(=O)NC1CCCCC1C (stereo not drawn)
  A: i	B: -1%	C: 3%	D: 0%	E: 4%	F: 16%	G: 0%	H: 6%
> COc1ccc(Cl)cc1N(CC(=O)N1CCC(C)CC1)S(C)(=O)=O
  A: i	B: -6%	C: -5%	D: 9%	E: 11%	F: 26%	G: -4%	H: 0%
> COCCCNS(=O)(=O)c1ccc2[nH]c3c(c2c1)CCCCC3
  A: -44%[inhibitor]	B: -12%	C: -7%	D: 1%	E: 8%	F: -3%	G: 4%	H: 25%
> COC(=O)c1ccc2c(=O)n(Cc3ccc4c(c3)OCO4)c(SCC(=O)N3CCCC3)nc2c1
  A: 0%	B: 13%	C: -6%	D: -6%	E: -17%	F: -9%	G: -2%	H: -9%
> Nc1cc(=O)[nH]c(=S)n1-c1ccccc1
  A: i	B: -14%	C: -13%	D: 6%	E: 7%	F: 28%	G: -2%	H: -11%
> CC(C)(C)[C@H]1C=C(C(=O)NCc2nc3ccccc3[nH]2)O[C@@H](OCCCCO)C1
  A: i	B: 1%	C: -24%	D: -12%	E: 8%	F: 1%	G: -2%	H: 19%
> Cc1ccc(Sc2ncccc2C(=O)O)cc1
  A: i	B: 6%	C: -10%	D: 8%	E: -2%	F: -6%	G: 9%	H: 23%
> COC(=O)CCCC1=CC2=CC(=O)C(C)(OC(=O)c3cccs3)C(=O)C2=CN1C1CCCC1 (stereo not drawn)
  A: i	B: -11%	C: -10%	D: -17%	E: 6%	F: 24%	G: -3%	H: -11%
> COc1cc(OC)cc(-c2n[nH]c(=S)n2-c2cc(OC)ccc2OC)c1
  A: i	B: -1%	C: 1%	D: 8%	E: 3%	F: 20%	G: 0%	H: 2%
> O=c1c[n+]([O-])c2ccccc2n1OCc1ccccn1
  A: i	B: 12%	C: 15%	D: -5%	E: -10%	F: 0%	G: 2%	H: 5%
> CCCS(=O)(=O)N1CCCC(C(=O)NC(C)c2ccc3c(c2)OCCO3)C1 (stereo not drawn)
  A: -3%[57.5 µM]	B: 18%[57.1 µM]	C: -7%	D: -1%	E: 28%	F: -11%	G: 2%	H: -7%
> COc1cccc(NC(=O)C2CCN(S(=O)(=O)c3ccc4[nH]c(=O)oc4c3)CC2)c1
  A: ?	B: 11%	C: 0%	D: -2%	E: 6%	F: 42%	G: 1%	H: -7%
> Cc1ccc(NC(=O)CCC(=O)NNS(=O)(=O)c2ccc(Cl)cc2)cc1C
  A: -24%	B: 8%	C: -5%	D: 22%	E: -10%	F: 23%	G: -6%	H: -17%
> c1ccc2c(c1)Nc1nccnc1S2
  A: i	B: 2%	C: 3%	D: -6%	E: 8%	F: -2%	G: -15%	H: 9%
> CNC(=O)CN(c1ccc(C23CC4CC(CC(C4)C2)C3)cc1)S(C)(=O)=O
  A: i	B: 7%	C: -4%	D: -1%	E: 14%	F: 24%	G: 4%	H: -12%
> Cc1cccc(NS(=O)(=O)c2cc(C(=O)N3CCN(C)CC3)ccc2C)c1
  A: i	B: 3%	C: 1%	D: 1%	E: 7%	F: -4%	G: 1%	H: -23%
> C/C=C/c1ccc(OCCOCCNCc2ccccc2)c(OC)c1
  A: i	B: 5%	C: 4%	D: 7%	E: 0%	F: 5%	G: 8%	H: 7%
> O=C(COc1coc(CN2CCN(c3ccccc3F)CC2)cc1=O)NC1CCCC1
  A: i	B: 19%	C: 1%	D: 2%	E: 6%	F: 3%	G: 5%	H: 11%
> Cc1cc(C)c(NC(=O)CN2CCN(S(=O)(=O)c3ccc4c(c3)OCCO4)CC2)c(C)c1
  A: i	B: 0%	C: -5%	D: 2%	E: 9%	F: 21%	G: -2%	H: 18%
> Cn1nc(-c2ccc(C(=O)NCCO)cc2)c2ccccc2c1=O
  A: -11%	B: -3%	C: -21%	D: 6%	E: 11%	F: 26%	G: 0%	H: -19%
> CCOc1cc(N2CCOCC2)c(OCC)cc1NC(=O)COC(=O)c1c(C)noc1C
  A: i	B: -15%	C: 22%	D: 5%	E: 2%	F: -15%	G: 4%	H: 13%
> Cc1cccc(N2CCN(C(=O)c3cc(S(=O)(=O)N4CCOCC4)cn3C)CC2C)c1 (stereo not drawn)
  A: -11%	B: -4%	C: 14%	D: 3%	E: 3%	F: 19%	G: 0%	H: 6%
> CS(=O)(=O)N(CC(=O)N1CCc2ccccc2C1)c1ccccc1Br
  A: -20%	B: 4%	C: 6%	D: 4%	E: 7%	F: -2%	G: 5%	H: 13%
> O=C1CCC/C1=C\c1ccccc1
  A: -9%	B: -8%	C: 1%	D: 0%	E: 2%	F: -19%	G: 6%	H: 13%
> COc1ccc(C(=O)NC2CCCN(Cc3ccccc3F)C2)c(OC)c1OC (stereo not drawn)
  A: i	B: -5%	C: -2%	D: -3%	E: 0%	F: 9%	G: -5%	H: -7%
> COC(=O)c1cc(S(=O)(=O)N2CCN(c3ccc(C(C)=O)cc3)CC2)cn1C
  A: i	B: 6%	C: -2%	D: 1%	E: 0%	F: 26%	G: 5%	H: 23%
> O=C(O)C1CCCCC1C(=O)Nc1ccc(OCc2ccccc2)cc1 (stereo not drawn)
  A: -12%	B: -3%	C: 5%	D: 4%	E: 10%	F: -15%	G: -3%	H: -1%
> COC(=O)c1cc(=O)nc2sc3ccccc3n12
  A: i	B: -7%	C: 0%	D: 4%	E: 10%	F: 12%	G: -1%	H: 3%
> CC(=NNC(=O)C(C)SC(C)C(=O)NN=C(C)c1cccnc1)c1cccnc1 (stereo not drawn)
  A: i	B: 6%	C: 1%	D: 11%	E: 11%	F: 5%	G: 3%	H: -8%
> Nc1nnc(SCCOc2cccc(Br)c2)s1
  A: -23%	B: -2%	C: 14%	D: 5%	E: 13%	F: 32%	G: -1%	H: 30%

Of the compounds above, these contain a Cl atom:
Short keys: A = PTHR1 ag; B = EPAC2 antag; C = EPAC1 antagonist; D = EPAC1 ag; E = EPAC2 ag; F = FUS yeast rescue; G = aSyn rescue; H = TDP43 rescue
> COc1ccc(Cl)cc1N(CC(=O)N1CCC(C)CC1)S(C)(=O)=O
  A: i	B: -6%	C: -5%	D: 9%	E: 11%	F: 26%	G: -4%	H: 0%
> Cc1ccc(NC(=O)CCC(=O)NNS(=O)(=O)c2ccc(Cl)cc2)cc1C
  A: -24%	B: 8%	C: -5%	D: 22%	E: -10%	F: 23%	G: -6%	H: -17%

(list continues)
Short keys: A = PTHR1 ag; B = EPAC2 antag; C = EPAC1 antagonist; D = EPAC1 ag; E = EPAC2 ag; F = FUS yeast rescue; G = aSyn rescue; H = TDP43 rescue
> Cc1cc(C)n2nc(SCC(=O)N3CC(C)CC(C)C3)nc2n1 (stereo not drawn)
  A: i	B: 3%	C: -11%	D: 1%	E: -6%	F: -6%	G: 6%	H: 23%
> CC(CC(=O)Nc1nc2ccccc2[nH]1)n1ccnc1 (stereo not drawn)
  A: i	B: 7%	C: 8%	D: 4%	E: 3%	F: -3%	G: 4%	H: 6%
> Cc1cnc(=O)[nH]c1SCc1ccccc1F
  A: -28%	B: -6%	C: -10%	D: 3%	E: -2%	F: -28%	G: 1%	H: 16%
> CC1(c2ccc(Cl)cc2Cl)NC(=O)N(CC(=O)N2CCN(C(=O)c3ccco3)CC2)C1=O (stereo not drawn)
  A: -3%	B: 10%	C: 8%	D: -8%	E: 4%	F: ·	G: 0%	H: 16%
> Clc1ccc(C2=Nn3c(nnc3-c3cccnc3)SC2)s1
  A: i	B: -6%	C: -3%	D: 3%	E: 10%	F: 3%	G: 2%	H: -2%
> CN(C)c1ccc(-c2n(C)c3ccccc3[n+]2C)cc1
  A: -14%	B: 5%	C: 11%	D: 6%	E: -3%	F: -13%	G: -1%	H: -15%
> COc1cc2c3c(c1)C1(C(=O)N3C(C)(C)C=C2C)C(C#N)=C(N)Oc2cc(C)oc(=O)c21 (stereo not drawn)
  A: i	B: -17%	C: 0%	D: -2%	E: 0%[15.6 µM]	F: 16%	G: 8%	H: -4%
> CC1CN(C(=O)c2ccccc2)C(=Nc2cccc(S(=O)(=O)N(C)C)c2)S1 (stereo not drawn)
  A: i	B: 3%	C: -2%	D: -6%	E: 17%	F: ·	G: -7%	H: -10%
> COc1ccc(CCN2CC(C(=O)Nc3cc(F)ccc3F)CC2=O)cc1OC (stereo not drawn)
  A: i	B: -7%	C: -7%	D: 2%	E: 4%	F: 2%	G: 2%	H: -14%
> CCCN(C(=O)/C=C/c1nc2ccccc2s1)C1CCS(=O)(=O)C1 (stereo not drawn)
  A: -12%	B: 16%	C: -3%	D: 1%	E: 0%	F: ·	G: 4%	H: -6%
> COc1cc(-c2noc(C)c2/C=C/c2ccc(C(=O)O)cc2)cc(OC)c1OC
  A: i	B: 7%	C: -5%	D: -8%	E: 3%	F: 1%	G: 4%	H: 10%
> COc1ccc(NC(=O)CSc2nc3ccccc3nc2N2CCCCC2)cc1
  A: i	B: 7%	C: -4%	D: -4%	E: 9%	F: -9%&0%	G: 3%	H: 0%&25%
> O=C(CCN1C(=O)C2C3C=CC(C3)C2C1=O)NCCc1ccccc1 (stereo not drawn)
  A: i	B: 14%	C: 11%	D: 0%	E: 3%	F: -4%	G: -11%	H: -7%
> COC(=O)Cc1cnc(NC(=O)CSc2nc(C(C)C)cc(=O)[nH]2)s1
  A: i	B: 6%	C: 5%	D: -4%	E: 9%	F: 3%	G: 0%	H: 24%
> CCOC(=O)C1=C(C)NC(=O)NC1c1ccccc1Cl (stereo not drawn)
  A: i	B: 13%	C: 5%	D: 1%	E: -2%	F: -18%	G: 8%	H: 20%

Compound activity (PubChem BioAssay)
